# Compound activity from PubChem BioAssay.
# Apaf1 inhib: inhibitors of human Apaf-1 apoptosome | 330,000 compounds, 0.71% hits | AID 489030 | inhibition, % at 20 µM | O14727 | reconstituted apoptosome caspase-3 activity, DEVD-Rh110 fluorescence; active = inhibition of at least 40% at 20 µM;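 note: plate controls were DMSO wells for no effect and DEVD-CHO caspase inhibitor wells for full effect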
#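 Assay system – apoptosome proteins · Medium – Hepes buffer, pH 7.5 · Also added – cytochrome c with DEVD-Rh110 · Timing – 30 min compound preincubation, 50 min activation, room temperature · Detection – Rh110 fluorescence, excitation 480 nm, emission 540 nm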
# SENP1 FRET inh: inhibitors of human SENP1 SUMO protease catalytic domain; 360,000 compounds, 0.21% hits; AID 624204; Q9P0U3; recombinant SENP1 catalytic domain, CyPet-SUMO1-YPet FRET cleavage; inhibition, % at 10 µM;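 active = inhibition at least 30% at 10 µM, raw YFP signal under a set limit, fluorescence ratio 0.5 to 1.5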;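 note: 0% = enzyme with DMSO and 100% = no enzyme wells; some results filed as inactive read as strong as hits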
# Target sequence (Q9P0U3 419-644 limits assumed): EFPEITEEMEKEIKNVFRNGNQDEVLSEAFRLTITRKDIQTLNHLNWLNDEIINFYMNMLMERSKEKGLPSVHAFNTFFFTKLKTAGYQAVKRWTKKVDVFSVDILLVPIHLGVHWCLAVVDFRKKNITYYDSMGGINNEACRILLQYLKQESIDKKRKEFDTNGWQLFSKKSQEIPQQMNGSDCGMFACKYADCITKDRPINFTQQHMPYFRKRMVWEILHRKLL
#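 system = hSENP1 catalytic domain, recombinant | reagent = SFCypet-SUMO1-SFYpet substrate at 25 nM | doses = one dose per compound, 10 µM, 0.5% DMSO | incubation = enzyme reaction for 50 min at room temperature, dark | measured by = FRET, CFP and YFP emission | controls = no-enzyme low, enzyme-DMSO high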
# SENP7 inh: blocks the human protease SENP7 | AID 434973 | recombinant SENP7, Z-RLRGG-aminoluciferin luminescence, 40 min | Q9BQF6 | inhibition, % at 5 µM | 330,000 compounds, 1.5% hits;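 active = inhibition above about 50% at the single test dose, limit read from the data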;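 note: plate controls were DMSO with enzyme for no effect and no enzyme buffer wells for full effect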
# Target sequence (Q9BQF6 706-1050 limits assumed): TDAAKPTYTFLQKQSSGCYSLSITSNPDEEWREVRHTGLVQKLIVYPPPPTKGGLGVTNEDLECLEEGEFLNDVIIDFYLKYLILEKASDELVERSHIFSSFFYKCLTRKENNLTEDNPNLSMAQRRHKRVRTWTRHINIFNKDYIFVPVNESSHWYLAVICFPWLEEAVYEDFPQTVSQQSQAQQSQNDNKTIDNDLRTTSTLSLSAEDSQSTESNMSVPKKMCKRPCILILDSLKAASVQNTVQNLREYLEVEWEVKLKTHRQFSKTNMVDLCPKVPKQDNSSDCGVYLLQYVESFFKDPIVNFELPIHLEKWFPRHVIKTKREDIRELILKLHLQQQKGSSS
# SENP8 block-1: blocks human SENP8 cleavage of Nedd8 substrate | 360,000 compounds, 0.64% hits | inhibition, % at 20 µM | Q96LD8 | AID 602440 | recombinant SENP8, Nedd8 substrate fluorescence; in the data active = inhibition mostly above about 40%, no sharp cut-off; inactive = mostly below about 27%
# Target sequence (Q96LD8 whole entry, looked up): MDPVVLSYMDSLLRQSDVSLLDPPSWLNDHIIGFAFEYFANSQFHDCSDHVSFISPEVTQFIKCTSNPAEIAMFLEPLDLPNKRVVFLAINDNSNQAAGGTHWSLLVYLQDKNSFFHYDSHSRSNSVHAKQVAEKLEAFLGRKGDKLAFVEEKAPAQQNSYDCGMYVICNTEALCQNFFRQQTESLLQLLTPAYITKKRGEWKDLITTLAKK
# SENP6 inh: SENP6 protease inhibition; inhibition, % at 10 µM; Q9GZR1; AID 2599; 330,000 compounds, 1.8% hits; Recombinant SENP6 catalytic domain, aminoluciferin luminescence;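 active = inhibition above about 50% at the single tested dose, limit read from the data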;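 note: plate controls were DMSO wells with enzyme for no effect and DMSO wells lacking enzyme for full effect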
# APOBEC3G inh: inhibitors of human APOBEC3G DNA deaminase. Q9HC16. recombinant A3G, ssDNA deamination FAM/TAMRA fluorescence. inhibition, % at 20 µM. 330,000 compounds, 0.28% hits;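 active = inhibition of at least 40% at 20 µM, with no more than 30% in the related APOBEC3A deaminase screen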;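 note: plate controls were DMSO wells with A3G for no effect and wells lacking A3G enzyme for full effect; some compounds called inactive have numbers as strong as hits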
# SENP8 block-2: blocks the human protease SENP8; AID 2540; 330,000 compounds, 1.2% hits; purified SENP8, Z-RLRGG-aminoluciferin cleavage, luminescence; Q96LD8; inhibition, % at 10 µM; in the data active = inhibition above about 50%
# UBC13 inh: blocks human UBC13 polyubiquitin chain formation; 330,000 compounds, 0.47% hits; TR-FRET; P61088; inhibition, % at 20 µM; in the data active = inhibition above about 45%, passing the limit was not always enough
# Target sequence (P61088 whole entry, looked up): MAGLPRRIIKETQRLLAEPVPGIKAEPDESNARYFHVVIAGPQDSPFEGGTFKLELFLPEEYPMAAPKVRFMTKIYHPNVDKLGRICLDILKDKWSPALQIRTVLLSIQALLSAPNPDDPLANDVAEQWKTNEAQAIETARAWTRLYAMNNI
# Starred values were filed as active, the others as inactive; i = inactive; . = no result given.
# Preview, 2 compounds:
SMILES,Apaf1 inhib,SENP1 FRET inh,SENP7 inh,SENP8 block-1,SENP6 inh,APOBEC3G inh,SENP8 block-2,UBC13 inh
Cc1nc(-c2ccccc2)sc1C(=O)/C=C/c1ccccc1,22,-1,0,18,-9,-8,1,2
Cn1c(COc2cccc3cccnc23)nnc1SCC(=O)O,-15,-1,0,-9,4,-9,2,8

# This part in full, from the start:
SMILES,Apaf1 inhib,SENP1 FRET inh,SENP7 inh,SENP8 block-1,SENP6 inh,APOBEC3G inh,SENP8 block-2,UBC13 inh
Cc1nc(-c2ccccc2)sc1C(=O)/C=C/c1ccccc1,22,-1,0,18,-9,-8,1,2
Cn1c(COc2cccc3cccnc23)nnc1SCC(=O)O,-15,-1,0,-9,4,-9,2,8
Cc1nn(C)c(C(=O)Nc2cccc(Nc3ccccc3)c2)c1[N+](=O)[O-],-1,0,2,7,3,-1,10,-2
COc1ccc(OCc2nnc(SC3CCOC3=O)n2-c2ccccc2)cc1 (configuration not stated),-6,1,2,12,-9,-1,2,5
COc1ccc(-c2cnnn2-c2ccc(N)cc2)cc1OC,-7,1,-5,22,6,-5,-12,5
CC(=O)Nc1cccc(C(=O)Nc2ccc(S(=O)(=O)NC3=NCCCCC3)cc2)c1,-1,1,1,8,-4,-4,0,-1
O=C1c2ccccc2C(=O)N1CCSc1ccccc1,2,4,41,20,60*,-9,8,3
COc1nc(-c2ccccc2)ccc1-c1noc(C)n1,0,2,-4,-41,-5,-2,7,10
O=C(c1cccs1)N1N=C(c2ccccc2)CC1c1ccc(O)cc1 (configuration not stated),23,-2,9,-35,8,-6,6,5
Cc1ccccc1Nc1nc(CSc2nnc(-c3ccoc3C)n2C)cs1,0,-5,-2,9,-4,-11,0,-2
Cn1c(CN2CCN(C(=O)c3ccccc3)CC2)nc2cc([N+](=O)[O-])ccc21,-11,-1,-6,-8,9,-10,2,2
Cc1ccc2nc(SCc3nnc(-c4ccccc4Br)o3)[nH]c2c1,19,-6,-9,0,-26,-4,0,-2
CCOC(=O)c1c(NC(=O)CSc2nnnn2C)sc(C)c1C,14,3,46,18,-6,-2,15,7
O=C(CN1C(=O)CCS(=O)(=O)c2ccccc21)NCCc1ccccc1,-8,-1,-2,11,-13,-7,10,-6
Cc1n[nH]c(=O)nc1NCc1ccccc1Cl,-5,2,-5,20,-14,-3,-7,1

# Exported tab-delimited: two of the compounds above.
Structure	Apaf1 inhib	SENP1 FRET inh	SENP7 inh	SENP8 block-1	SENP6 inh	APOBEC3G inh	SENP8 block-2	UBC13 inh
CCOC(=O)c1c(NC(=O)CSc2nnnn2C)sc(C)c1C	14	3	46	18	-6	-2	15	7
O=C(CN1C(=O)CCS(=O)(=O)c2ccccc21)NCCc1ccccc1	-8	-1	-2	11	-13	-7	10	-6

# (further entries)
SMILES,Apaf1 inhib,SENP1 FRET inh,SENP7 inh,SENP8 block-1,SENP6 inh,APOBEC3G inh,SENP8 block-2,UBC13 inh
COc1cc(/C=N/n2c(COc3ccccc3)n[nH]c2=S)cc(Br)c1O,7,-39,2,-66,-19,46*,-3,-2
Cc1nn(-c2ccccc2)c(N)c1C1(O)C(=O)N(C(C)C)c2ccccc21 (configuration not stated),3,0,-4,26,3,0,-13,-11
CSC(=NNC(=O)c1ccccc1O)SC,3,-1,-8,3,-9,-5,0,-8
CC1(C)C(=O)CC[C@]2(C)C3C(=O)C=C4[C@H]5C[C@@](C)(C(=O)O)CC[C@]5(C)CC[C@]4(C)[C@]3(C)CC[C@@H]12 (some centres not stated),2,0,0,13,1,-6,0,-22
CCOc1ccc(Nc2nc(C)cc(C)c2C#N)cc1,-15,2,-6,-33,-5,-7,-3,23
Cc1csc(NC(=O)CN2C(=O)COc3ccc(Cl)cc32)n1,18,3,3,10,12,18,-6,-3
Cc1ccc(NC2CC(=O)N(CCc3ccccc3)C2=O)cc1 (configuration not stated),-3,2,5,9,-2,-4,1,9
Cn1c(CCc2ccccc2)n[nH]c1=S,-12,1,-11,22,-11,38,-11,-7
CCn1cc(C(=O)NCCCOC(C)C)c2cc(OC)c(OC)cc2c1=O,10,1,1,1,0,-4,-3,-7
CCOc1cccc2sc(=NC(=O)c3ccco3)n(CC(=O)OC)c12,-1,-5,-8,-422,9,-6,3,5
CSc1nnc(C)c(=O)n1COC(=O)COc1ccc(Cl)cc1Cl,-11,6,7,8,-8,0,-7,-1
COc1ccc(COc2ccccc2C(=O)NCc2ccccc2)cc1F,16,2,-2,-4,-4,-6,-7,24
O=c1cc(-c2ccccc2Cl)c2c([nH]1)CCC2,1,-5,-8,-290,-6,1,5,-2
O=C(O)CCCC(=O)Nc1ccccc1Oc1ccccc1,-7,1,1,16,15,0,-2,-2
Cc1ccc(SCCC(=O)N/N=C/c2cccnc2)cc1,4,2,-10,26,-21,-9,-3,-3

# Quoted from the listing.
# Under UBC13 inh, CCOc1cccc2sc(=NC(=O)c3ccco3)n(CC(=O)OC)c12 has 5
# Under SENP8 block-1, CSC(=NNC(=O)c1ccccc1O)SC has 3
# Under SENP8 block-1, O=c1cc(-c2ccccc2Cl)c2c([nH]1)CCC2 has -290
# Under SENP7 inh, CC1(C)C(=O)CC[C@]2(C)C3C(=O)C=C4[C@H]5C[C@@](C)(C(=O)O)CC[C@]5(C)CC[C@]4(C)[C@]3(C)CC[C@@H]12 (some centres not stated) has 0
# Under SENP8 block-1, Cc1csc(NC(=O)CN2C(=O)COc3ccc(Cl)cc32)n1 has 10

# New compounds follow
SMILES,Apaf1 inhib,SENP1 FRET inh,SENP7 inh,SENP8 block-1,SENP6 inh,APOBEC3G inh,SENP8 block-2,UBC13 inh
c1ccc2cc(C3CCCCC3)ncc2c1,9,0,0,19,19,-10,9,8
CCN(CC)S(=O)(=O)c1ccc(C(=O)NCCSc2c[nH]c3ccccc23)cc1,10,-1,5,9,-10,3,-4,24
Cc1ccc(-n2cc(-c3ccccc3)c3c(NN4CCOCC4)ncnc32)cc1,14,2,-2,18,4,-3,-5,-2
O=C(Cc1ccc(Cl)cc1)NNC(=O)C(=O)NC1CCCCC1,-1,2,11,6,-4,-6,2,12
Cc1c(N=C2SC(CC(=O)Nc3ccccc3)C(=O)N2CCN2CCOCC2)c(=O)n(-c2ccccc2)n1C (configuration not stated),-5,4,-5,3,15,8,2,-9
CCC(=O)Nc1nc2ccc(NC(=O)COc3ccccc3)cc2s1,-2,0,-8,0,8,8,9,0
CCCCN(CCCC)CCNC(=O)CNC(=O)c1cccs1,-3,1,-1,15,-11,-3,-1,-8
NC(=O)COC(=O)C12CC3CC(CC(O)(C3)C1)C2,3,2,-5,13,-7,-1,6,-1
CN(C)S(=O)(=O)c1ccc(C(=O)Nc2nnc(SCc3cccc4ccccc34)s2)cc1,15,-1,-6,-423,-11,-8,-9,-13
c1ccc(N2CCN(c3nnc(Cc4cccnc4)c4ccccc34)CC2)nc1,-9,-1,6,4,1,0,8,-1
COc1cccc(NC(=O)c2cc(=O)c3ccccc3o2)c1,9,1,-12,3,-22,-2,-15,-9
O=S1(=O)N[C@H](c2ccccc2)C[C@H](c2ccc(C(F)(F)F)cc2)O1,24,0,-11,15,-27,-10,-18,1
CC1(C)CC(=O)c2c(O)cc(OCc3ccc(Br)cc3)cc2O1,7,1,3,-2,9,0,-2,4
CCCN(CC(=O)Nc1ccccc1C)C(=O)C1CC(=O)N(c2cccc(C)c2C)C1 (configuration not stated),-4,-1,-2,16,2,-7,1,-4
CCOC(=O)C1CCN(C(=O)COc2ccc(Br)cc2C)CC1,-2,0,4,11,13,-3,3,3
CS(=O)(=O)c1ccc(Cl)c(NC(=O)CCN2C(=O)C3CC=CCC3C2=O)c1 (configuration not stated),12,1,-7,-2,-1,-9,-6,-7
CCOC(=O)C1CCN(C(=O)c2cc3cc4ccc(OC)cc4nc3o2)CC1,2,-2,-2,-326,1,-7,-2,-1
O=C(O)CCSc1ccc([N+](=O)[O-])cc1[N+](=O)[O-],0,1,-1,7,-8,-4,-9,-17
Cn1nc([N+](=O)[O-])nc1Oc1ccccc1C(=O)N1CCOCC1,-13,2,4,16,0,-1,5,0
Cn1c(CSCCOc2ccccc2)n[nH]c1=S,6,0,2,9,-7,41*,9,-2
O=C(/C(=C/c1ccc(Cl)cc1)c1nc2ccccc2[nH]1)c1ccccc1,25,-1,3,-49,-17,-3,3,-4
COc1ccc(C(=O)/C=C/c2cn(CC(O)CN3CCN(C)CC3)c3ccccc23)cc1OC (configuration not stated),9,-32,-5,-440,-16,-7,-7,-2
Cc1cc(C)c2c(N=CN(C)C)c(C(=O)N3CCN(c4ncccn4)CC3)sc2n1,9,2,1,-91,-3,0,6,3
NC1=NC(c2ccccc2)=NC1(NC(=O)c1ccccc1)C(Cl)Cl (configuration not stated),-8,1,-6,-10,-4,-6,-6,1
CCN(c1ccccc1)S(=O)(=O)c1ccc(OC)c(NC(=O)c2cc(Cl)ccn2)c1,0,-1,-6,13,-15,-6,3,-2
CS(=O)(=O)N(CC(=O)NCCSc1ccc(Cl)cc1)c1ccc2c(c1)OCO2,12,3,-9,13,-25,-8,-10,0
O=C(CCC(=O)N/N=C/c1ccc(Br)s1)NCc1ccccc1,3,3,2,5,-5,-2,-5,4
COC(=O)C(Cc1ccc(OC(=O)c2ccc(Cl)cc2)cc1)N1Cc2ccccc2C1=O (configuration not stated),32,4,8,12,-5,19,3,-5
CC(C)CNC(=O)C1CCN(CC2CCCCC2)CC1,-5,0,9,-2,8,-8,-1,-2
O=C(O)c1cccc(NS(=O)(=O)c2ccc(S(=O)(=O)N3CCOCC3)cc2)c1,3,-1,2,12,-16,-10,-4,3
CC(Oc1ccc(Cl)cc1Cl)C(=O)Nc1ncccn1 (configuration not stated),4,3,-2,21,-8,-1,-3,-4
O=C(CC1C(=O)NCCN1CC1CCCCC1)NCc1cccc(F)c1F (configuration not stated),17,-5,-10,-17,1,-3,-8,-9
Cn1nc(C(F)(F)F)c(/C=N/OC(=O)c2ccccc2)c1SCc1ccc(Cl)cc1,15,0,11,6,7,-4,-8,2
Cc1nn(-c2cccc(Cl)c2)c2nc(-c3ccncc3)cc(C(=O)N3CCOCC3)c12,12,-4,13,-445,-12,-8,-1,32
CCN(CC)CCCNC(=S)N(Cc1ccco1)Cc1cc2cc3c(cc2[nH]c1=O)OCCO3,7,.,-13,.,-2,-8,-8,4
CCOc1ccc(NC(=O)CN(C)C(=O)c2cc(-c3ccc(OC)cc3)nc3ccccc23)cc1OCC,23,-3,-1,i,0,-4,3,10
Cc1nnc(NC(=O)CSc2nccn2-c2ccc(F)cc2)s1,0,-1,10,14,-4,0,-3,1
c1ccc(CCn2nnnc2C(c2cccnc2)N2CCN(c3ccccc3)CC2)cc1 (configuration not stated),1,4,-12,23,-22,-1,-9,1
O=C(c1ccc(S(=O)(=O)N2CCCCCC2)cc1)N1CCN(Cc2ccccc2)CC1,11,1,-4,13,0,-6,6,-4
CC1(C)Cc2c(cnn2-c2ccccc2)C(NC(=O)c2ccoc2)C1 (configuration not stated),12,-1,10,6,-2,-5,-10,-3
Brc1ccc(-c2nn3c(-c4ccccn4)nnc3s2)o1,14,-62,9,-86,3,7,7,-10
CC(NC(=O)COC(=O)c1ccccc1SCC(=O)N1CCCC1)c1ccccc1 (configuration not stated),-6,-1,-6,-7,-6,-12,5,-3
CC(=O)Nc1ccc(-c2csc(Nc3cc(C)ccn3)n2)cc1,6,4,-2,15,2,-2,-13,19
Cc1ccc2sc(NNC(=O)C3=COCCO3)nc2c1C,2,1,8,26,6,-8,-2,12
O=C(/C=C/NCc1cccnc1)c1ccc(-c2ccccc2)cc1,16,-8,-10,-32,22,1,-3,3
CN(C)c1cccc(NC(=O)c2cccc3ccccc23)c1,6,1,6,18,9,-6,4,3
COc1ccc(C(=O)Nc2ccc(-c3nnn(CC(=O)NCc4ccco4)n3)cc2)cc1,-25,-2,2,-114,-3,-3,11,-7
COCCn1c(CN2CCN(c3cccc(Cl)c3)CC2)nc2c1c(=O)n(C)c(=O)n2C,4,1,-1,-2,-14,-7,-4,4
